Hsp70 inhibitors: Hsp70 inhibitors, probe displacement, primary screen, biochemical, fluorescence polarization (AID 583); Hsp70 fluorescence polarization probe displacement, mP; higher % means a stronger effect; displacement, % at 20 µM, or IC50 in µM where a hit was titrated; actives 0.06% (n = 140,000); in the data active = displacement above about 50%;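 also: plate controls were vehicle for no effect and reference ligand for full effect; a part of the inactive calls stands beside numbers as strong as those of hits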
MKP-3 inhibition: MKP-3 phosphatase inhibitors, primary screen, biochemical, rat enzyme, in vitro (AID 425); recombinant MKP-3 phosphatase activity, fluorescence; higher % means a stronger effect; inhibition, % at 20 µM; hits with a dose series show IC50 in µM; actives 0.17% (n = 110,000); in the data active = inhibition above about 50%;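 also: plate controls were vehicle for no effect and reference inhibitor for full effect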
Numbers without * were called inactive; . = not tested or not shown; & = joins results of further samples.

Hsp70 inhibitors	MKP-3 inhibition	structure
1.5%	4.2%	COc1ccc(OC)c(NC(=S)NC(NC(=O)c2ccccc2Cl)C(Cl)(Cl)Cl)c1 (stereo not drawn)
-2.0%	0.2%	C=CCC1(C#N)C(SC)=NC2=C(C(=O)CC(C)(C)C2)C1c1ccccc1 (stereo not drawn)
-1.1%	-5.1%	c1ccc(-c2noc(C34CC5CC(CC(C5)C3)C4)n2)nc1
-4.0%	3.1%	CCOC(=O)NC(NC(=S)Nc1ccc(OCC)cc1)C(Cl)(Cl)Cl (stereo not drawn)
-6.5%	-8.5%	Cc1ccc(C)c(N(CC(N)=O)S(C)(=O)=O)c1
1.9%	3.2%	Cc1cccc2c(=O)oc(-c3ccccc3Cl)nc12
2.9%	-8.7%	CC1(C)CC(=O)c2cnc(NCC3CCCO3)nc2C1 (stereo not drawn)
2.4%	1.9%	COc1ccc(S(=O)(=O)N2CCN(Cc3cccc(OC)c3OC)CC2)cc1
.	6.6%	COc1ccc(Cl)cc1NS(=O)(=O)c1cc(Cl)ccc1OC
-0.9%	5.7%	O=[N+]([O-])c1ccc2c(c1)c(-c1ccccc1)c(CO)n2Cc1ccccc1
2.6%	7.3%	O=C(NCCc1ccccc1)C1CCN(S(=O)(=O)c2ccc(-n3cnnn3)cc2)CC1
-1.9%	-12.1%	O=C(NC1CCCCC1)C1CCCN(c2nnnn2-c2ccccc2)C1 (stereo not drawn)
2.1%	.	Cc1nc(N2CCOCC2)c(C#N)c(C)c1Br
-1.3%	2.0%	O=C(CSCC(=O)Nc1ccccc1[N+](=O)[O-])Nc1ccccc1
-0.6%	2.8%	COCCOC(=O)c1c(C)oc2ccc(OC(=O)COc3c(F)c(F)c(F)c(F)c3F)cc12
1.9%	-4.4%	Cc1ccc2cc(CN(Cc3ccco3)C(=O)c3cccs3)c(=O)[nH]c2c1
1.7%	.	Cc1nnsc1C(=O)Nc1ccc(Cl)cc1
0.8%	4.3%	CCOC(=O)N1CCN(c2c(N3CC=C(c4ccccc4)CC3)c(=O)c2=O)CC1
-2.6%	.	Cc1cccc(-c2onc3ccc(C4(C)OCCO4)cc23)c1
0.9%	.	Fc1ccc(C(c2nnnn2Cc2cccs2)N2CCN(c3ccccc3)CC2)cc1 (stereo not drawn)
-0.6%	-1.5%	CC1(C)CC(=O)C2=C(C1)Nc1ccccc1N(C(=S)Nc1ccccc1)C2c1ccc2c(c1)OCO2 (stereo not drawn)
-5.7%	3.5%	O=C(Nc1cccnc1)c1cnn2c(C(F)(F)F)cc(-c3cccs3)nc12
1.5%	-5.9%	CCCC(=O)Nc1ccc2c(c1)nc1n2CCOC1
3.5%	7.6%	CCOC(=O)Nc1nnc(CCc2ccccc2)s1

Brought forward from above: 4 entries; new compounds follow.
Hsp70 inhibitors	MKP-3 inhibition	structure
-0.6%	-1.5%	CC1(C)CC(=O)C2=C(C1)Nc1ccccc1N(C(=S)Nc1ccccc1)C2c1ccc2c(c1)OCO2 (stereo not drawn)
-5.7%	3.5%	O=C(Nc1cccnc1)c1cnn2c(C(F)(F)F)cc(-c3cccs3)nc12
1.5%	-5.9%	CCCC(=O)Nc1ccc2c(c1)nc1n2CCOC1
3.5%	7.6%	CCOC(=O)Nc1nnc(CCc2ccccc2)s1
-0.7%	4.5%	CN(C)CCN1C(=O)C(=O)/C(=C(/O)c2ccccc2)C1c1ccccc1[N+](=O)[O-] (stereo not drawn)
6.1%	-3.5%	COc1ccc(C)cc1NC(=O)c1nnn(CCc2ccccc2)c1N
1.0%	-3.3%	COc1ccc(N2C(=O)CC(Sc3nc(C)c4ccccc4n3)C2=O)cc1 (stereo not drawn)
-3.1%	3.9%	NS(=O)(=O)c1ccc(CCNc2ncnc3sccc23)cc1
-1.5%	-6.5%	CC1CCCC(C)N1c1nnc(NC(=O)Cn2c(=O)oc3ccccc32)s1 (stereo not drawn)
0.2%	5.7%	COc1ccc(C2CC(=O)C3=C(C2)Nc2ccccc2NC3c2cc(F)ccc2F)cc1 (stereo not drawn)
1.6%	-7.2%	O=C(CNC(=O)c1cccs1)OCC(=O)c1cccs1
-0.9%	.	O=C1Cn2c(nc3ccccc32)N1c1cccc(C(F)(F)F)c1
4.3%	-2.3%	CCCCCCc1c(O)nc(SCC(=O)O)[nH]c1=O
-2.0%	-16.1%	CCCc1cc2c(=O)c(-c3ccccn3)c(C)oc2cc1O
3.3%	-3.4%	CCOC(=O)c1cnc2scnn2c1=O
5.5%	8.4%	O=c1cc(N2CCN(c3ccc(F)cc3)CC2)[nH]c(=O)n1C1CCCCC1

Among those listed so far, 3 contain a nitro group on carbon.
Hsp70 inhibitors	MKP-3 inhibition	structure
-0.9%	5.7%	O=[N+]([O-])c1ccc2c(c1)c(-c1ccccc1)c(CO)n2Cc1ccccc1
-1.3%	2.0%	O=C(CSCC(=O)Nc1ccccc1[N+](=O)[O-])Nc1ccccc1
-0.7%	4.5%	CN(C)CCN1C(=O)C(=O)/C(=C(/O)c2ccccc2)C1c1ccccc1[N+](=O)[O-] (stereo not drawn)

More compounds.
Hsp70 inhibitors	MKP-3 inhibition	structure
-3.1%&0.7%	2.9%&0.6%	C=CCn1c(-c2ccco2)n[nH]c1=S
7.3%	-3.8%	O=C(Nn1cnnc1)c1ccccc1CCc1ccccc1
1.7%	-1.7%	COc1ccccc1C(=O)C1Nc2ccccc2-c2nnc(SC)nc2O1 (stereo not drawn)
8.1%	-3.9%	O=C(NCc1ccccc1Br)c1ccco1
3.5%	-11.1%	O=C(NCCCN1CCOCC1)C1CCC(=O)N1CCc1ccccc1 (stereo not drawn)
-2.5%	1.3%	Oc1ccccc1/C=N/Nc1ncnc2c1cnn2Cc1ccccc1
1.9%	1.3%	COc1ccc(S(=O)(=O)N2CCN(C3CCCCCCC3)CC2)cc1
1.9%	-12.9%	CN1CCN(CC#CC2(O)CCCCC2)CC1
-0.4%	10.1%	CCC(=O)Nc1nonc1-c1nc2ccccc2n1Cc1ccc(Cl)c(Cl)c1
1.2%	.	Cc1nc2ccc(NC(=O)c3cc(S(=O)(=O)N4CCOCC4)ccc3C)cc2s1
-0.2%	0.3%	CC(Sc1nc(-c2ccccc2)cc(C(F)(F)F)n1)C(=O)N1CCCC1 (stereo not drawn)
-1.5%	.	CN1CCN(C2=Cc3ccccc3Sc3cc(F)c(F)cc32)CC1
-3.9%	-4.0%	CC(=O)C1C(c2ccc3ncccc3c2)NC(=O)NC1(O)C(F)(F)F (stereo not drawn)
-1.4%	-8.7%	O=C1C=C(c2ccccc2)OC2(CCCC2)O1
-2.0%	-2.3%	CCOC(=O)c1c(N=CN(C)C)c2cc([N+](=O)[O-])cnc2n1C
-5.9%	0.3%	COc1ccc(CCNC(=O)C(=O)Nc2cc(OC)ccc2OC)cc1
4.6%	0.2%	O=C(Nc1cccc2c1CCCC2)c1cccc([N+](=O)[O-])c1
-1.3%	3.5%	O=C(N/N=C/c1cccn1-c1ccc([N+](=O)[O-])cc1)c1cc(-c2ccccc2)n[nH]1
-1.9%	-3.9%	CCC(C)c1ccc(OCc2nnc(NC(=O)Nc3ccccc3)s2)cc1 (stereo not drawn)
12.2%	.	O=c1[nH]c2cccnc2n1Cc1ccccc1
-3.0%	1.2%	CC(C)(C)c1ccc(/C=c2\sc3nnc(-c4ccccc4)n3c2=O)cc1
-3.8%	-12.6%	O=C(Nc1nc2c(s1)CCCC2=O)c1cnccn1
10.2%	.	Brc1ccc(C2=CC(c3ccco3)n3ncnc3N2)cc1 (stereo not drawn)
-2.2%	4.6%	CCOc1ccc(CCNC(=O)CCc2nc(-c3ccc(C)cc3)no2)cc1OCC
-4.4%	3.8%	CC(=NCC(C)C)c1c(C)[nH]n(-c2ccc([N+](=O)[O-])cc2)c1=O
2.9%	3.6%	COc1ccc(S(=O)(=O)CCC(=O)NC2CCCCC2)cc1
0.1%	1.6%	CCC(=O)c1ccc(CCCCCC(=O)O)s1
0.1%	-7.2%	O=C(c1cccs1)N1CCN(C(=O)C2CCCO2)CC1 (stereo not drawn)
1.5%	-12.5%	O=C(O)c1ccc(NC(=O)c2cc3cc([N+](=O)[O-])ccc3oc2=O)cc1
3.4%	-5.5%	CC(Oc1ccc(Cl)cc1Cl)C(=O)Nc1ccc(N2CCN(C)CC2)cc1 (stereo not drawn)
4.5%	.	CSc1nc(-c2ccco2)nn1C(=O)CCc1ccccc1
2.5%	.	Cn1c(=O)c2c(nc(SCC(=O)N3CCCCCC3)n2C)n(C)c1=O
-2.0%	0.7%	O=C(COc1ccc(S(=O)(=O)Nc2ccccc2)cc1)N1CCOCC1
-0.3%	-0.7%	O=C(Nc1ccc(-c2nc3ccccc3o2)c(O)c1)c1cccc(Cl)c1Cl
2.5%	1.5%	COCCOC(=O)c1c(C)oc2ccc(OC(=O)c3ccc(OC)c(OC)c3)cc12
1.2%	-3.5%	Cc1ccc(SC(C)c2nc(-c3ccccc3)no2)cc1 (stereo not drawn)
-1.5%	-7.8%	CCCCCn1c(CNC(=O)CCC)nc2ccccc21
1.5%	2.4%	CCOC(=O)c1ccc(N2C(=O)C3C(c4ccccc4C)OC4(C(=O)c5ccccc5C4=O)C3C2=O)cc1 (stereo not drawn)
3.5%	2.6%	O=S(=O)(Nc1ccc(O)cc1)c1cccc2cccnc12
-0.8%	-2.3%	Nc1nnn(Cc2ccccc2)n1
-4.0%	-16.9%	CCOc1ccc(NC(=O)N2CCC(NC(=O)c3ccco3)CC2)cc1
2.1%	4.8%	COc1cccc(NC(=O)C(C#N)Cc2ccncc2)c1 (stereo not drawn)
1.4%	-2.5%	O=C(c1cccnc1)N1CCN(CCCc2ccccc2)CC1
3.2%	.	N#CCOc1nc(N2CCCC2)nc(N2CCCC2)n1
-3.3%	6.4%	COc1cccc(C(=O)Nc2ccc(-c3nc4cc(C)ccc4o3)c(O)c2)c1
0.5%	4.5%	CCNC(=S)NNC(=O)CSc1nc2ccccc2n1CC
-1.9%	2.9%	S=c1[nH]nc(CSc2nc3ccccc3s2)n1-c1ccccc1
-3.9%	.	CCCCn1nnnc1NCc1ccc(C)s1
94.8%*	6.8%	COc1cc(/C=C2/SC(=S)NC2=O)cc(Cl)c1OCc1ccc(Cl)cc1Cl
5.8%	-7.1%	COCCNC(=O)Cn1nc(C(F)(F)F)c(Br)c1C
.	-3.7%	COC(=O)Cn1cnc2c(nnn2-c2cccc(Cl)c2)c1=O
-0.2%	-3.6%	CCOC(=O)CSc1cn2c(n1)CCC2
-0.5%	.	CN(C=O)CP(=O)(O)CN1CCCCC1
7.3%	0.4%	O=C(Nc1cccc2ccccc12)c1ccccc1[N+](=O)[O-]
-3.0%	-15.1%	CCNC(=O)N1C(CC(=O)OCC)C(=O)NC2CCCCC21 (stereo not drawn)
6.4%	-0.7%	Cc1ccc(NC(=O)CN(C)S(=O)(=O)c2cccc3cccnc23)cc1
-6.5%	.	CC(C)OC(=O)c1c(N)n(CCCN2CCOCC2)c2nc3ccccc3nc12
-0.9%	-9.1%	COc1ccc(-n2nc3c(c2NC(=O)C24CC5CC(CC(C5)C2)C4)CS(=O)C3)cc1 (stereo not drawn)
-0.6%	-4.9%	CCOC(=O)C1C(=O)OC2(CCOC(C)(C)C2)C1C(=O)OCC (stereo not drawn)
0.6%	6.0%	CCCN1CCC(NC(=O)Nc2ccc(F)cc2F)CC1

Additional records
Hsp70 inhibitors	MKP-3 inhibition	structure
8.5%	0.2%	Nc1nc(Oc2ccccc2)c(Br)c(=O)[nH]1
0.4%	-2.4%	Cc1ccc(C2CC(C(F)(F)F)n3nc(C(=O)NCc4c(C)nn(C)c4C)c(Cl)c3N2)cc1 (stereo not drawn)
2.0%	-10.0%	Oc1c(CN2CCOCC2)cc(-c2ccccc2)cc1CN1CCOCC1
5.7%	-11.1%	CC(C)(C)n1ncc2c(=O)n(CC(=O)N3CCCCCC3)cnc21
-2.3%	2.5%	CCOc1ccccc1NC(=O)C(=O)NCc1ccccc1Cl
-3.1%	.	COc1ccc(NC(=O)CSc2nc(C)cs2)cc1OC
-15.0%	-0.8%	O=C(CSc1nc2ccccc2o1)Nc1nc2ccccc2s1
1.6%	-13.6%	O=C(Oc1cccc(-n2cnnn2)c1)C1CCCCC1
3.7%	5.5%	COC(=O)C(=O)/C=C(/O)c1ccc(Br)cc1
4.3%	3.2%	CC(C)(C)c1ccc(-c2nnc(-c3ccc4c(c3)OCO4)o2)cc1
0.9%	-5.4%	CCOC(=O)CCC(=O)Nc1cc(-c2cccc(C)c2)[nH]n1
3.0%	-1.5%	Cc1ccc(S(=O)(=O)N(C)Cc2cc3ccccc3[nH]c2=O)cc1

Compounds above that contain a tert-butyl group, in the order listed:
Hsp70 inhibitors	MKP-3 inhibition	structure
-3.0%	1.2%	CC(C)(C)c1ccc(/C=c2\sc3nnc(-c4ccccc4)n3c2=O)cc1
5.7%	-11.1%	CC(C)(C)n1ncc2c(=O)n(CC(=O)N3CCCCCC3)cnc21
4.3%	3.2%	CC(C)(C)c1ccc(-c2nnc(-c3ccc4c(c3)OCO4)o2)cc1

(further entries)
Hsp70 inhibitors	MKP-3 inhibition	structure
4.0%	4.1%	CC1(C)Cc2c(sc3c2c(=N)n(Cc2ccco2)c(=O)n3Cc2ccc(F)cc2)CO1
0.3%	-12.0%	COC(=O)c1cc(NC(=O)CN2CCC(C(N)=O)(N3CCCCC3)CC2)cc(C(=O)OC)c1
-1.7%	-2.6%	CCN1CCN(c2nc3c(c(=O)[nH]c(=O)n3C)n2CCSc2nc3ccccc3s2)CC1
5.2%	-5.4%	COC(=O)c1[nH]c(C)c(/C(O)=C2\C(=O)C(=O)N(CCN3CCOCC3)C2c2ccccc2OC)c1C (stereo not drawn)
-0.5%	0.0%	CCOc1cc(S(=O)(=O)n2c(C)nc3ccccc32)ccc1F
-1.4%	-0.2%	CN(C)CCOC(=O)CCN1C(=O)/C(=C/c2ccccc2Cl)SC1=S
-0.2%	-0.8%	C/C(=N/NC(=O)c1ccccc1N)c1cccs1
4.4%	.	CCOc1ccc(C2NC(=O)C(C#N)=C(S)N2c2ccc(C)cc2)cc1OC (stereo not drawn)
1.1%	-3.6%	CCOC(=O)C1CCCN(C(=O)c2ccco2)C1 (stereo not drawn)

An excerpt; the hit share may differ from the screen's.
